High-throughput results deposited in PubChem BioAssay by several laboratories.
Neddylation inh: inhibitors of human cullin neddylation | TR-FRET cullin neddylation, biochemical | calls only at 25 µM | actives 0.58% (n = 360,000) | AID 651699; in the data active = inhibition above about 36%
MT1-MMP act inh: blocks activation of human MT1-MMP; P50281; HT1080 RFP-PRO-GFP cells, GFP/RFP ratio fluorescence, overnight; percent of plate control window, DMSO zero; GFP/RFP ratio change, % at 20 µM; actives 0.061% (n = 360,000);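 active = GFP/RFP ratio change of at least 30% with cell ATP level not reduced by more than half and red fluorescence within 50% of control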; also: strong numbers were not always called active
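Test system: HT1080 cells expressing an RFP-PRO-GFP fluorescent reporter construct / Compound dosing: single-point 20 µM compound, 1% DMSO / Schedule: cells overnight before dosing, compound overnight, 37 °C, 5% CO2 / Evaluation: GFP/RFP fluorescence ratio / Control set: DMSO and RFP-L50D-GFP cell wells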
FAS TE block: blocks the thioesterase domain of human fatty acid synthase | recombinant FAS-TE, OMFH fluorogenic substrate, fluorescence endpoint | inhibition, % at 15 µM | actives 0.67% (n = 360,000) | AID 602261;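 active = compounds whose normalised, plate-corrected inhibition of enzyme fluorescence in the single-dose primary screen is 50% or more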;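 also: 0% = DMSO with enzyme and 100% = substrate without enzyme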
MsrA inhibitor: bovine MsrA inhibition; inhibition, % at 15.5 µM; purified bovine MsrA, absorbance read-out; AID 651718; actives 0.75% (n = 360,000); in the data active = inhibition above about 4.5%;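 also: 0% = vehicle wells with enzyme and 100% = reference inhibitor wells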
NRP1-CendR mod: alters CendR peptide binding to human NRP-1; O14786; FAM-RPARPAR peptide binding to NRP-1, fluorescence polarization; inhibition, % at 25 µM; actives 0.85% (n = 360,000);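 active = inhibition or corrected inhibition above about 18%, plus a signal ratio from 0.5 to 1.5, limit read from the data, passing the limit was not always enough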; also: strong numbers were not always called active
SKN-1 block: C. elegans SKN-1 inhibition; C. elegans VP596 Pgst-4::GFP/RFP ratio, acrylamide-induced, 24 h; inhibition, % at 21.8 µM; actives 0.49% (n = 360,000);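 active = interference check ratio from 0.5 to 1.5 plus GFP to RFP signal ratio inhibition reaching or exceeding a fixed threshold, cut at about 30% in these data, passing the limit was not always enough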; also: some compounds called inactive have numbers as strong as hits
Rin1-Abl PPI inh: inhibitors of human Rin1-Abl protein interaction; inhibition, % at 7.35 µM; TR-FRET Rin1/Abl binding, biochemical; actives 0.4% (n = 360,000); in the data active = inhibition above about 5%, passing the limit was not always enough
eLon inh: E. coli protease La inhibition; P0A9M0; AID 602123; actives 0.42% (n = 360,000); inhibition, % at 7.94 µM; purified E. coli Lon protease, fluorescence polarization; in the data active = inhibition above about 13%, passing the limit was not always enough;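 also: 0% = enzyme with probe and DMSO and 100% = no enzyme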
Target sequence (P0A9M0 whole entry, looked up): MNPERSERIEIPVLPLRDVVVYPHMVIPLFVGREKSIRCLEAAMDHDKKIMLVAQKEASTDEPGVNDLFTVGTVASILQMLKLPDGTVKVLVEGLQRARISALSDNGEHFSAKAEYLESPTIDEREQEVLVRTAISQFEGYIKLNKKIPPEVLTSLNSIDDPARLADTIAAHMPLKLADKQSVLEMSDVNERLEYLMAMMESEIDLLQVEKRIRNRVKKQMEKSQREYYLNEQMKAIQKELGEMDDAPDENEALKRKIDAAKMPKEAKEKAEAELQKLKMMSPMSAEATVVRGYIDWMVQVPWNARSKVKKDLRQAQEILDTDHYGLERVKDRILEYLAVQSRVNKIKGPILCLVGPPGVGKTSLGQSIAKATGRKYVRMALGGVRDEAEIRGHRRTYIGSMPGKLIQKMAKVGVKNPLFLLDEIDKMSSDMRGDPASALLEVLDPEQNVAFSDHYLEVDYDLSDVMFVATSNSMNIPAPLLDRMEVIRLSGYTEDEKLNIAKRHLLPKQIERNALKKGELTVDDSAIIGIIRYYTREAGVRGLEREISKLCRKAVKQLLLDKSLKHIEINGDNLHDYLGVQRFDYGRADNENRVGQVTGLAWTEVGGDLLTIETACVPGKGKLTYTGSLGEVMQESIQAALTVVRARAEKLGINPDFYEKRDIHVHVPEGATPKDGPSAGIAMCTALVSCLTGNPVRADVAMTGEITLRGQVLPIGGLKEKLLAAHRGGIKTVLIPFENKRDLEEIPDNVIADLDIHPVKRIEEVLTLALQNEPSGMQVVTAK
bovine MsrA act: activates bovine MsrA enzyme | purified bovine MsrA, absorbance read-out | activation, % at 10.6 µM | actives 0.3% (n = 360,000); in the data active = activation above about 7.5%;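 also: 0% = vehicle and 100% = reference activator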
Starred values were filed as active, the others as inactive; i = inactive; nt = no result given.

(1) CCOC(=O)c1c(-c2ccccc2)csc1NC(=O)C1CCCO1 (stereo not drawn)
(2) Oc1ccc(/C=N/N2CCN(C3c4ccccc4-c4ccccc43)CC2)c(O)c1
(3) Cc1nn(Cc2ccccc2Cl)c2sc(C(=O)NCc3ccc4c(c3)OCO4)cc12
(4) COc1ccc(NC(=O)CN2C(=O)C(C)Oc3ccccc32)cc1 (stereo not drawn)
(5) O=C(Nc1ccc(Cl)c(S(=O)(=O)N2CCOCC2)c1)c1cccs1
(6) O=C(CSCC(=O)OCC(=O)N1CCN(C(=O)c2ccco2)CC1)Nc1ccc(Cl)cc1
(7) COc1ccc(C(=O)COC(=O)c2nn(C)c(=O)c3ccccc23)c(OC)c1
(8) COc1ccc(Nc2c([N+](=O)[O-])ccc3c2=NC2(CCCCC2)N=3)cc1

assay / entry | 1 | 2 | 3 | 4 | 5 | 6 | 7 | 8
Neddylation inh | i | i | i | i | i | i | i | i
MT1-MMP act inh | 0 | -1 | 6 | 6 | 5 | 3 | 4 | 3
FAS TE block | 21 | 25 | 16 | -4 | 2 | -10 | 9 | 20
MsrA inhibitor | -0.1 | 2.1 | 0.7 | -0.3 | -0.4 | -0.9 | 1.5 | 0.9
NRP1-CendR mod | 10 | -7 | -2 | 12 | -10 | 10 | -3 | -1
SKN-1 block | 6 | 2 | -24 | -1 | 19 | 4 | 3 | 12
Rin1-Abl PPI inh | -1 | 3 | -1 | -2 | 1 | -2 | 1 | -7
eLon inh | 1 | -3 | 0 | 11 | 0 | 1 | -13 | 3
bovine MsrA act | 0 | -10 | -3 | -3 | -2 | -7 | -2 | -1

(9) Cc1ccc(S(=O)(=O)N2CCOCC2)cc1NC(=O)CN(C)C1CCS(=O)(=O)C1 (stereo not drawn)
(10) O=C(O)c1cc(Cl)nc2ccccc12
(11) CC(NS(=O)(=O)c1ccc2c(c1)C(=O)c1cc(S(=O)(=O)NC(C)C(=O)O)ccc1-2)C(=O)O (stereo not drawn)
(12) CCOC(=O)c1oc2c(O)c(O)ccc2c(=O)c1-c1nncn1-c1ccccc1
(13) O=C(Nc1ccc2nsnc2c1)c1cccs1
(14) COC(=O)C1=CN(CCCN2CCCC2=O)C=C(C(=O)OC)C1c1cccs1
(15) CCC(=O)c1ccc(N2CCN(C(=O)c3ccc(Br)cc3)CC2)c(F)c1
(16) CN(c1ncnc(N)c1[N+](=O)[O-])C1CCS(=O)(=O)C1 (stereo not drawn)

assay / entry | 9 | 10 | 11 | 12 | 13 | 14 | 15 | 16
Neddylation inh | i | i | i | i | i | nt | i | i
MT1-MMP act inh | -7 | -1 | 2 | 2 | -11 | 4 | 12 | -12
FAS TE block | -6 | -4 | -6 | 2 | -6 | -10 | 13 | -9
MsrA inhibitor | 0.9 | 1.3 | 1.6 | 0.8 | 0.4 | -0.5 | 1.0 | 1.6
NRP1-CendR mod | 2 | -16 | -6 | -17 | -14 | -8 | 5 | 13
SKN-1 block | 2 | 0 | 7 | -21 | 13 | 4 | 3 | 1
Rin1-Abl PPI inh | 0 | -5 | 0 | 1 | -2 | 3 | 3 | 0
eLon inh | -4 | 2 | -1 | 10 | -9 | -1 | 4 | 2
bovine MsrA act | -6 | -2 | 2 | -6 | -6 | -3 | -7 | -3

(17) CN(C)c1ccc(/C=[N+](\[O-])C2SC(=S)N(C)C2(C)C)cc1 (stereo not drawn)
(18) COc1cc(NC(=O)c2ccc(C(C)(C)C)cc2)c(OC)cc1NC(=O)CN1CCCCC1
(19) COc1ccc(-c2cccc(C(=O)N3CCOCC3)c2)cc1
(20) Cc1ccccc1C1CC(c2ccc(F)cc2)Nc2nc(N)nn21 (stereo not drawn)
(21) O=C(CCCN1C(=O)/C(=C/c2ccc(F)cc2)SC1=S)NC1CCS(=O)(=O)C1 (stereo not drawn)
(22) COc1ccc(C(=O)OCC(=O)Nc2ccc(OC(F)F)cc2)c(OC)c1
(23) Cc1ccccc1NC(=O)N1C2CCCC1CC(NC(=O)C(C)(C)C)C2 (stereo not drawn)
(24) Cc1ccc2nc(N(CCCN(C)C)C(=O)c3ccc(Br)s3)sc2c1

assay / entry | 17 | 18 | 19 | 20 | 21 | 22 | 23 | 24
Neddylation inh | i | i | i | i | i | i | i | i
MT1-MMP act inh | -3 | -2 | -5 | -1 | 2 | -2 | -2 | 2
FAS TE block | -4 | 24 | -6 | -5 | 0 | 2 | -8 | 6
MsrA inhibitor | 3.8 | 0.6 | 0.1 | 1.4 | 0.3 | -0.5 | 0.7 | 0.2
NRP1-CendR mod | 3 | 2 | -13 | -7 | -6 | 15 | 0 | 15
SKN-1 block | 6 | 1 | 12 | 3 | 7 | -3 | -11 | -12
Rin1-Abl PPI inh | -2 | 3 | -2 | 4 | -3 | 2 | -2 | -8
eLon inh | -2 | -4 | -4 | -5 | -6 | -2 | 0 | 5
bovine MsrA act | -4 | -2 | -5 | -8 | -2 | -11 | -1 | -8

(25) CCCCN1CC(N(C)CCN(C)C)CS1(=O)=O (stereo not drawn)
(26) Cc1[nH]c2ccccc2c1/C=N/NC(=O)CCC(=O)Nc1ccccc1
(27) CC(C)(CNC(=O)c1cccc(S(=O)(=O)Nc2ccc(Br)cc2)c1)N1CCOCC1
(28) COc1ccc(NC(C)=O)cc1S(=O)(=O)Nc1cccc(S(=O)(=O)NC2=NCCC2)c1
(29) CCOC(=O)NC(=O)/C(C#N)=N\Nc1cccc(OC)c1
(30) Cc1cccc(C(=O)Nc2cc(NC(=O)c3cccs3)ccc2C)c1
(31) COc1cc(-c2cc[n+](C)cc2)ccc1O
(32) CN(C(=O)c1ccc(F)c(S(=O)(=O)N2CCOCC2)c1)C1CCCCC1

assay / entry | 25 | 26 | 27 | 28 | 29 | 30 | 31 | 32
Neddylation inh | i | i | i | i | i | i | i | i
MT1-MMP act inh | 4 | 0 | -1 | 1 | 0 | 1 | -3 | 0
FAS TE block | -6 | -2 | -3 | -6 | -4 | 3 | -9 | -9
MsrA inhibitor | -1.3 | 1.2 | -0.8 | 0.3 | 3.3 | -0.2 | 3.2 | 0.2
NRP1-CendR mod | 16 | -11 | -6 | 2 | 4 | -4 | 8 | 2
SKN-1 block | -5 | 1 | 5 | -3 | 5 | 14 | 2 | -1
Rin1-Abl PPI inh | 4 | -1 | 6 | 2 | -3 | 0 | 0 | -1
eLon inh | 2 | -11 | 2 | -7 | -12 | 2 | -9 | -7
bovine MsrA act | -1 | -12 | 0 | -3 | -2 | 0 | -2 | 0

(33) COc1ccc(OCc2cc(C(=O)N(C)C(C)c3ccon3)no2)c(Cl)c1 (stereo not drawn)
(34) O=C(Nc1ccc(Br)cc1)c1ccccc1Br
(35) CCOC(=O)c1c(C)[nH]c(C(=O)Cn2nnc(-c3ccccc3Cl)n2)c1C
(36) Cc1cccc(OCc2n[nH]c(=S)n2Cc2ccccc2)c1
(37) CC(C)(Oc1ccc(Br)cc1)C(=O)N1CCc2ccccc21
(38) O=C(NCCCN1CCN(CCCNC(=O)c2cc([N+](=O)[O-])ccc2Cl)CC1)c1cc([N+](=O)[O-])ccc1Cl
(39) NC(=O)C(=O)NN=C1C2CC3CC(C2)CC1C3
(40) CC1=NOC2(C1)/C(=N/O)CCC/C2=N\O (stereo not drawn)

assay / entry | 33 | 34 | 35 | 36 | 37 | 38 | 39 | 40
Neddylation inh | i | i | i | i | i | i | i | i
MT1-MMP act inh | 1 | 3 | -5 | 4 | -3 | 5 | -2 | 6
FAS TE block | -2 | 7 | 0 | 4 | 23 | -13 | -6 | -10
MsrA inhibitor | 0.0 | 0.1 | 2.9 | -0.4 | 0.3 | -0.9 | 0.9 | -1.1
NRP1-CendR mod | -1 | -1 | -4 | -7 | -9 | 0 | 6 | -3
SKN-1 block | 0 | 4 | -3 | 3 | -3 | 2 | 6 | 5
Rin1-Abl PPI inh | 2 | 1 | -3 | 3 | 1 | -2 | 1 | -2
eLon inh | 3 | 1 | -4 | -10 | 3 | -7 | -7 | -1
bovine MsrA act | -3 | -3 | -4 | -1 | -10 | -1 | -4 | -2

(41) CC1(C(=O)NS(=O)(=O)c2ccc(C#N)cc2)CCN1C(=O)C1(c2ccc(Cl)cc2)CCC1 (stereo not drawn)
(42) COc1ccccc1N1CCN(C(=O)c2ccc(NC3=NC4CS(=O)(=O)CC4S3)cc2)CC1 (stereo not drawn)
(43) O=C(NC1=NCCS1)c1ccc(Cl)c(S(=O)(=O)N2CCc3ccccc32)c1
(44) O=C(NC1CCCc2ccccc21)C1CCCN(S(=O)(=O)c2cnc[nH]2)C1 (stereo not drawn)
(45) Cc1ccc(-c2csc(NC(=O)C3=NN(C4CCS(=O)(=O)C4)C(=O)CC3)n2)cc1 (stereo not drawn)
(46) Cn1c(CN2CCOCC2)nnc1SCC(=O)NC1CCCCC1
(47) COc1ccc(OC)c(CNc2ccc([N+](=O)[O-])cc2C)c1
(48) Cc1ccc(C(=O)N2CCc3ccccc32)cc1[N+](=O)[O-]

assay / entry | 41 | 42 | 43 | 44 | 45 | 46 | 47 | 48
Neddylation inh | i | i | i | i | i | i | i | i
MT1-MMP act inh | 1 | 1 | -3 | -1 | -2 | -1 | 5 | -3
FAS TE block | 12 | -6 | 18 | -7 | -4 | -4 | 28 | 15
MsrA inhibitor | 2.4 | -0.7 | 0.6 | -0.7 | 2.1 | 1.2 | -0.3 | -0.9
NRP1-CendR mod | -1 | -2 | 0 | 14 | -9 | 0 | 5 | -4
SKN-1 block | 16 | -7 | -8 | -14 | -16 | -22 | -4 | 4
Rin1-Abl PPI inh | 1 | -2 | 0 | 7.3* | 0 | -2 | -2 | 6
eLon inh | -3 | -6 | 0 | 2 | -8 | -7 | 3 | -5
bovine MsrA act | -2 | -8 | -5 | -5 | -2 | -2 | -12 | -4

(49) Clc1ccc2nc(CSc3nnc(-c4c[nH]c5ccccc45)o3)cn2c1
(50) O=C1NC2(NN1c1ccccc1)C1CC3CC(C1)CC2C3 (stereo not drawn)
(51) O=C(NCc1ccco1)/C(=C\c1cccs1)NC(=O)c1ccco1
(52) Cc1cc(C)cc(N=C2SC(CC(=O)Nc3ccccc3)C(=O)N2CCN2CCOCC2)c1 (stereo not drawn)
(53) COc1ccc(NC(=O)c2sc3nc(C)cc(C)c3c2N)cc1
(54) Cc1cccc(C)c1N(CC(=O)NC1CCCCC1)C(=O)c1csnn1

assay / entry | 49 | 50 | 51 | 52 | 53 | 54
Neddylation inh | i | i | i | i | nt | i
MT1-MMP act inh | 1 | 4 | -6 | -2 | 3 | 2
FAS TE block | -9 | -5 | -7 | 14 | -2 | -2
MsrA inhibitor | 0.1 | 0.8 | 1.3 | -0.1 | 1.7 | 1.1
NRP1-CendR mod | -3 | 9 | 5 | 8 | 7 | 2
SKN-1 block | 6 | 15 | -4 | 1 | -6 | -3
Rin1-Abl PPI inh | -1 | -2 | -3 | 0 | -1 | 1
eLon inh | 4 | -4 | 6 | -7 | -3 | 2
bovine MsrA act | -1 | 0 | -11 | -1 | -8 | -2

Reformatted with two lines to a compound: entries from further up.
Order of values: Neddylation inh	MT1-MMP act inh	FAS TE block	MsrA inhibitor	NRP1-CendR mod	SKN-1 block	Rin1-Abl PPI inh	eLon inh	bovine MsrA act
46) Cn1c(CN2CCOCC2)nnc1SCC(=O)NC1CCCCC1
  i	-1	-4	1.2	0	-22	-2	-7	-2
47) COc1ccc(OC)c(CNc2ccc([N+](=O)[O-])cc2C)c1
  i	5	28	-0.3	5	-4	-2	3	-12
48) Cc1ccc(C(=O)N2CCc3ccccc32)cc1[N+](=O)[O-]
  i	-3	15	-0.9	-4	4	6	-5	-4
49) Clc1ccc2nc(CSc3nnc(-c4c[nH]c5ccccc45)o3)cn2c1
  i	1	-9	0.1	-3	6	-1	4	-1
50) O=C1NC2(NN1c1ccccc1)C1CC3CC(C1)CC2C3 (stereo not drawn)
  i	4	-5	0.8	9	15	-2	-4	0

Compounds as they come, and some 4.2% of all compounds hit somewhere here.
